PfGluPho inh: PfG6PD (Plasmodium falciparum) enzyme inhibition | PfGluPho enzyme, NADPH resazurin-diaphorase fluorescence | 350,000 tested, 0.78% active | inhibition, % at 20 µM;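 active means inhibition reaching at least a set limit at 20 µM in the primary screen, cut at about 59% in these data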;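 further: 0% = DMSO wells with substrate and 100% = DMSO wells lacking glucose-6-phosphate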
SENP6 block: blocks the human protease SENP6. Q9GZR1. Recombinant SENP6 catalytic domain, aminoluciferin luminescence. inhibition, % at 10 µM. 330,000 tested, 1.8% active. AID 2599;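 active means inhibition above about 50% at the single tested dose, limit read from the data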;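 further: plate controls were DMSO wells with enzyme for no effect and DMSO wells lacking enzyme for full effect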
Target sequence (Q9GZR1 628-1112 limits assumed): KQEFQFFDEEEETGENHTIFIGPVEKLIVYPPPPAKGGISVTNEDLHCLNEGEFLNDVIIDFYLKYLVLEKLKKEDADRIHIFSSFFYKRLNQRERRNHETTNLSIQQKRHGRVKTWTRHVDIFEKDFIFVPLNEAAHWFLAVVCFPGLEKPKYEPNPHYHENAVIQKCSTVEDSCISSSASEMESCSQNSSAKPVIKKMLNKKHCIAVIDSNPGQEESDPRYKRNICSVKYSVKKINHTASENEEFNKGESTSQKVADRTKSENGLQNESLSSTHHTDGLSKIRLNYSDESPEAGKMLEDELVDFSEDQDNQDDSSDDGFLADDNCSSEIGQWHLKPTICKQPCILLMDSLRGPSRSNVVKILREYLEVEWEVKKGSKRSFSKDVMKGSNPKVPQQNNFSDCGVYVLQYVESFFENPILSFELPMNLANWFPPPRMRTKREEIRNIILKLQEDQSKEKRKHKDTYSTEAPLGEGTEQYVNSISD
SENP8 block-1: inhibitors of human SENP8 protease; Q96LD8; recombinant SENP8, Nedd8 substrate fluorescence; inhibition, % at 20 µM; 360,000 tested, 0.64% active; AID 602440; in the data active means inhibition mostly above about 40%, no sharp cut-off; inactive means mostly below about 27%
Target sequence (Q96LD8 whole entry, looked up): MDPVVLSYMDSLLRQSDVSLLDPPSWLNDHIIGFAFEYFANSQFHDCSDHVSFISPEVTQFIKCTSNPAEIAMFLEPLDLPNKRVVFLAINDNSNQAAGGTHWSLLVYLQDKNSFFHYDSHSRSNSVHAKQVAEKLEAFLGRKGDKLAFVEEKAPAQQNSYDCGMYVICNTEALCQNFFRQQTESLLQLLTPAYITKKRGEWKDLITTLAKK
SENP7 inh: inhibitors of human SENP7 protease | Q9BQF6 | recombinant SENP7, Z-RLRGG-aminoluciferin luminescence, 40 min | inhibition, % at 5 µM | 330,000 tested, 1.5% active | AID 434973;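 active means inhibition above about 50% at the single test dose, limit read from the data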;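 further: plate controls were DMSO with enzyme for no effect and no enzyme buffer wells for full effect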
Target sequence (Q9BQF6 706-1050 limits assumed): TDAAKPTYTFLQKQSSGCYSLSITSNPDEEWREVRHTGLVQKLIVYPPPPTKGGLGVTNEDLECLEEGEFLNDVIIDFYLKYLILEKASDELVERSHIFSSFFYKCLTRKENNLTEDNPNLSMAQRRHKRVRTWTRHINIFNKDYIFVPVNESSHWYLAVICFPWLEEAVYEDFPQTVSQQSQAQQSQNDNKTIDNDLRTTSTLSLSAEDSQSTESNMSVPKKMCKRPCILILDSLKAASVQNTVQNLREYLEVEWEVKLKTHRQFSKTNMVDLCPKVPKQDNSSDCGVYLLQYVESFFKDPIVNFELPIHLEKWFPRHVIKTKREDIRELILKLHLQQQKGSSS
SENP1 inh: SENP1 (human) catalytic domain inhibition. Q9P0U3. recombinant SENP1 catalytic domain, CyPet-SUMO1-YPet FRET cleavage. inhibition, % at 10 µM. 360,000 tested, 0.21% active. AID 624204;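 active means inhibition at least 30% at 10 µM, raw YFP signal under a set limit, fluorescence ratio 0.5 to 1.5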;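 further: 0% = enzyme with DMSO and 100% = no enzyme wells; some results filed as inactive read as strong as hits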
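Compound: 10 µM single point, 0.5% DMSO; Test system: hSENP1 catalytic domain, recombinant; Timing: 50 min reaction at room temperature; Technique: FRET, CFP and YFP emission; Control set: no-enzyme wells low, DMSO-plus-enzyme wells high control.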
SENP8 block-2: inhibitors of human SENP8 protease; purified SENP8, Z-RLRGG-aminoluciferin cleavage, luminescence; 330,000 tested, 1.2% active; inhibition, % at 10 µM; AID 2540; in the data active means inhibition above about 50%
Apaf1 inhib: blocks human Apaf-1 apoptosome activity | reconstituted apoptosome caspase-3 activity, DEVD-Rh110 fluorescence | 330,000 tested, 0.71% active | inhibition, % at 20 µM; active means inhibition of at least 40% at 20 µM;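 further: plate controls were DMSO wells for no effect and DEVD-CHO caspase inhibitor wells for full effect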
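detection = Rh110 fluorescence intensity | test system = biochemical Apaf-1 apoptosome reconstitution | also added = cytochrome c and DEVD-Rh110 substrate | schedule = 30 min plus 50 min, RT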
HKDC1 inhibitor: blocks human hexokinase HKDC1 activity; Q2TB90; recombinant HKDC1, G6PDH/diaphorase resazurin coupled fluorescence; inhibition, % at 20 µM; 340,000 tested, 0.16% active; AID 493160;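 active means inhibition above about 35% when tested at 20 µM, limit read from the data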;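 further: plate controls were DMSO wells with enzyme for no effect and DMSO wells lacking enzyme for full effect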
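Assay system: in-house recombinant HK5 (HKDC1) enzyme. Input: HKDC1 at 5 µg/mL. Medium: Tris pH 8.0 buffer with MgCl2, Tween-20, BSA, BME. Dosing: single 20 µM dose. Schedule: 90 min reaction incubation at room temperature, dark. Signal: resazurin-to-resorufin fluorescence via G6PDH and diaphorase coupling, 525/613 nm. Controls: DMSO-enzyme wells negative, buffer-substituted wells positive.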
NLRP3 yeast inh: NALP3 inhibition in yeast; Yeast reconstituted NLRP3/ASC/caspase-1, beta-gal luminescence, 24 h; inhibition, % at 10 µM; 330,000 tested, 0.39% active; AID 2825;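 active means inhibition of 50% or more; inactive means inhibition below 50%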;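 further: plate controls were induced DMSO wells for no effect and uninduced yeast grown without galactose for full effect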
* hit, by the source's call; / = no result given. Rows were taken by chance; 4.1% or so of the library scored in one or more.

Each structure is followed by: NLRP3 yeast inh	SENP1 inh	PfGluPho inh	SENP6 block	SENP8 block-1	SENP7 inh	SENP8 block-2	Apaf1 inhib	HKDC1 inhibitor
O=C(COc1ccccc1)Nc1ccc(NC(=O)c2ccco2)cc1
  16	0	-1	0	2	7	3	17	3
COc1ccc(C(c2nnnn2C2CCCC2)N2CCC(C(N)=O)CC2)c(OC)c1 (stereo not drawn)
  /	3	1	/	10	/	/	/	-4
CN(C)c1ncnc2c1ncn2CCn1cnc2c(N(C)C)ncnc21
  /	0	-1	/	12	/	/	/	-4
CCOC(=O)N1CCN(C(=O)c2c[nH]c3ccc(S(=O)(=O)N(C)c4ccc(OCC)cc4)cc3c2=O)CC1
  28	-1	-21	11	-55	-5	2	6	-2
O=C(NC1CCN(S(=O)(=O)c2ccc(F)cc2)CC1)c1ccccc1
  5	-2	17	13	15	1	9	-5	-7
CNC(=O)c1ccccc1Sc1ccccc1C#N
  14	1	5	-12	-8	-4	3	6	-5
Cn1ccc(NC(=O)Nc2ccc(Cl)cc2)n1
  16	-1	10	-7	2	1	-7	-13	6
NNc1nc2ccc(F)cc2s1
  17	-6	25	21	2	8	11	9	1
CC(C)(C)c1nnc2sc(SCC(=O)NCc3ccco3)nn2c1=O
  15	2	14	-26	3	-12	-18	5	-4
COC(=O)[C@]1(C)N[C@H](CN(C)S(=O)(=O)c2ccc(F)cc2)[C@@H]2C(=O)N(Cc3ccccc3)C(=O)[C@@H]21
  8	-1	31	29	-4	0	5	3	-2
Cc1ccc(N(CC(=O)NCC2CCCO2)C(=O)CNS(=O)(=O)c2ccc(Cl)cc2)cc1 (stereo not drawn)
  20	3	2	-2	13	6	-3	-4	4
CSCCC(NC(=O)OC(C)(C)C)C(=O)Oc1ccc2c(=O)c(-c3ccc4c(c3)OCCO4)coc2c1 (stereo not drawn)
  27	-4	0	62*	-208	48	33	2	14
O=C1CCN(Cc2cccnc2)CCN1[C@H](CO)Cc1ccccc1
  0	0	4	8	12	8	1	-4	-7
COc1ccc(CNC(=O)C(C)N(C)Cc2cccc(F)c2)cc1 (stereo not drawn)
  25	-1	-18	5	3	-1	5	-5	1
CC1=NCCN1CCNC(=O)Nc1cc(C)cc(C)c1
  13	3	5	-16	31	8	5	-14	-4
COc1ccc(CNC(=O)CSc2nc3ccccc3n2C(C)=O)cc1
  15	2	-1	1	20	-3	-3	-4	-5
C#CCOc1c(Br)cc(/C=C2/C(=O)ON=C2C)cc1OC
  -2	1	25	-10	6	5	4	4	3
CCCC(C(=O)NCC1CCCO1)N(C(=O)CNS(=O)(=O)c1ccccc1)c1ccc(F)cc1 (stereo not drawn)
  12	1	-1	-10	6	-1	-3	13	-5
Cc1cc(NC(=O)CSCC(=O)OCc2nnc(-c3ccc(F)cc3)o2)no1
  14	-2	2	5	-5	0	3	-7	-2
O=C(N/N=C/c1ccccn1)c1ccc(N/N=C/c2ccccn2)cc1
  13	3	-10	3	12	-6	-7	10	-1
CCC1CCCCN1C(=O)Cn1c(=O)n(CCC(=O)NCc2ccco2)c(=O)c2sccc21 (stereo not drawn)
  -10	0	-14	-13	-10	5	-8	-19	-6
CC(C)(C)c1ccc(OCC(=O)N2CCCCCC2)c(Br)c1
  38	4	-8	-6	1	-3	1	20	8
CC(=O)c1ccc(-c2cccc(-c3nc4ccccn4c3NC3CCCCC3)c2)cc1
  21	0	22	-14	-30	2	1	21	-2
Cc1cccc(Cn2cnc3ccccc32)c1
  -2	0	-12	-15	10	-1	-5	-10	0
CC(O)c1nc2cc([N+](=O)[O-])ccc2n1Cc1ccccc1 (stereo not drawn)
  20	3	-1	18	30	-10	12	3	4
Cc1cc(C(=O)Nc2c(C)n(C)n(-c3ccccc3)c2=O)c(C)o1
  6	2	-6	-9	4	1	2	-10	-1
O=C1/C(=C/c2cccnc2)Oc2cc(OS(=O)(=O)c3ccccc3)ccc21
  10	3	-3	3	15	-3	-1	12	8
Cn1cnc([N+](=O)[O-])c1Sc1nc(N)nc2c1ncn2Cc1ccccc1
  /	0	12	/	15	/	/	/	5
O=C1c2ccccc2C(=O)N1c1ccc(Cc2ccncc2)cc1
  -9	1	-7	-32	18	-5	-7	3	-1
CCN1CCN(c2nc3ccccc3nc2C(C#N)C(=O)OC2CCCCC2)CC1 (stereo not drawn)
  /	-43	8	/	-37	/	/	/	-3

Limited to SENP7 inh, SENP1 inh and PfGluPho inh, for 2 of the compounds above:
structure | SENP7 inh | SENP1 inh | PfGluPho inh
Cn1ccc(NC(=O)Nc2ccc(Cl)cc2)n1 | 1 | -1 | 10
NNc1nc2ccc(F)cc2s1 | 8 | -6 | 25

Other entries.
Each structure is followed by: NLRP3 yeast inh	SENP1 inh	PfGluPho inh	SENP6 block	SENP8 block-1	SENP7 inh	SENP8 block-2	Apaf1 inhib	HKDC1 inhibitor
CCc1ccc(-c2csc(-c3c[nH]c4ccccc34)n2)cc1
  16	-4	40	12	-124	-1	-15	17	2
CC(=O)Nc1ncc(Cc2cccc(Cl)c2)s1
  46	-2	33	-9	0	3	1	18	-6
CC(=C\c1ccccc1)/C=C1/SC(=S)N(CCCC(=O)O)C1=O
  2	-7	-25	-20	30	-8	-32	22	7
O=C(O)CCN1C(=O)/C(=C\c2cccc(OCC(=O)Nc3ccc(Cl)cc3)c2)SC1=S
  23	3	-15	35	27	-8	1	17	2
CCc1ccc(-n2c(SCC(=O)Nc3cccc(S(=O)(=O)NC4=NCCCCC4)c3)nc3ccccc3c2=O)cc1
  34	2	-3	-5	-1	-3	-3	-10	0
C/C(=N/NC(=O)CSc1nc2ccccc2s1)c1ccncc1
  1	2	20	-3	19	10	-2	-13	10
Cc1cccc(-n2c(C)cc(/C=C3\C(=N)N4N=C(CC(C)C)SC4=NC3=O)c2C)c1
  14	-100	2	-8	-251	-9	-2	19	-7
O=C(CSc1ccccc1)NCc1ccccn1
  7	1	5	22	7	10	8	1	-13
O=C(NC1CCCCC1)N1CCCCCC1
  15	3	-7	-15	11	8	2	-14	4
Cc1occc1C(=O)Nc1cccc([N+](=O)[O-])c1C
  -4	3	-3	-7	26	1	4	-24	-7
CCN(CC)c1ccc(NC(=O)c2ccccc2F)cc1S(=O)(=O)Nc1ccccc1OC
  0	2	52	-3	25	3	5	1	-5
NS(=O)(=O)c1ccc(CCNC(=S)NC(=O)c2ccccc2Br)cc1
  -6	0	25	-11	6	-4	-5	8	-3
Cc1cc(NC(=O)CSc2nnc(C)c(=O)n2N)no1
  -11	1	-3	3	18	8	-2	-13	-3
CCCN1CCN(C(=O)C(NC(=O)c2ccco2)C(C)C)CC1 (stereo not drawn)
  14	3	-10	1	16	2	-7	1	-5
Cc1cc(C)c(S(=O)(=O)N2CCc3ccccc32)c(C)c1
  26	-1	23	-19	3	7	-8	21	-1
CCOCC(=O)NCc1ccc2c(c1)OCO2
  -6	3	-10	7	11	1	5	0	-5
CC(C)N1CC(C(=O)Nc2ccccc2)CC1=O (stereo not drawn)
  9	1	-11	-48	13	-1	1	-1	-1
O=C(O)CCN1C(=O)NC2(CCCC2)C1=O
  10	3	6	-8	8	-2	-15	3	4
Cc1ccc(NC(=O)CSc2ccc(-c3cccnc3)nn2)cc1Cl
  9	0	28	-21	18	-6	0	-30	-1
CCc1ccc(NC(=O)c2ccc(NC3=NC4CS(=O)(=O)CC4S3)cc2)cc1 (stereo not drawn)
  7	2	5	-2	3	3	-8	5	3
CCSc1nnc(NC(=O)c2c(C)noc2C)s1
  11	0	-8	-13	-7	-14	-12	7	1
Cc1ccc(Nc2ncccc2C(N)=O)cc1
  35	1	3	-27	14	7	-12	12	-7
Cc1c(C)c2ccc(OCC(=O)N[C@@H](Cc3c[nH]c4ccccc34)C(=O)O)cc2oc1=O
  2	3	0	-9	-43	-10	-5	-4	-5
O=C(Cn1nc(Cc2ccncc2)c2ccccc2c1=O)N1CCN(C(=O)c2ccco2)CC1
  -6	3	7	-1	9	-5	-3	-4	-9
COc1ccccc1N(C(=O)c1csnn1)C(C(=O)NC1CCCC1)c1ccccc1 (stereo not drawn)
  -5	2	-2	-6	14	4	0	0	-5
O=C(OCCOCn1cc(Br)c(=O)[nH]c1=O)c1ccccc1
  21	2	-14	-22	16	12	-6	-6	0
CCCC(c1nnnn1CC1CCCO1)N1CCN(c2cc(Cl)ccc2C)CC1 (stereo not drawn)
  -3	2	0	-30	20	9	-10	21	-1
Cc1ccnc(NC(=O)c2ccc(S(=O)(=O)c3ccccc3)cc2)c1
  13	0	2	-17	0	-9	-8	1	-6
CC(C)c1ccc(NC2CCCN(C(=O)c3ccoc3)C2)cc1 (stereo not drawn)
  12	1	4	5	8	-1	16	10	4
O=C(NCc1ccc(Cl)cc1)C(=O)NCC(c1ccco1)N1CCOCC1 (stereo not drawn)
  5	0	-20	-5	22	-6	-8	4	-2
Cn1c(/C=N/O)nc2ccccc21
  0	1	-5	-45	-90	0	-9	-15	-8
CC(C(=O)OCC(=O)Nc1ccc(S(N)(=O)=O)cc1)N1C(=O)c2ccccc2C1=O (stereo not drawn)
  7	3	5	8	10	2	6	3	-4
COc1ccc(-c2c(C#N)c(N)nc3c2CCCC3)cc1OC
  1	-7	-9	3	-255	6	1	-14	-7
Cc1nc2sccn2c(=O)c1Cl
  12	1	4	8	-11	4	5	-36	-11
CC(=O)c1c(C)[nH]c(C(=O)COC(=O)CCOc2ccc(C)cc2)c1C
  -1	1	14	-5	4	13	3	10	-5
COc1ccc(-n2nc(C(=O)NCc3cc(OC)ccc3OC)c3c4ccccc4n(C)c3c2=O)cc1
  -3	0	0	17	-406	2	-5	-11	-1
CS/C(=N/S(=O)(=O)c1ccc(C)cc1)c1ccccc1
  -16	4	6	-6	6	-3	-5	10	-2
O=C(Cc1cc(=O)[nH]c(=O)[nH]1)NCc1ccc(Cl)cc1
  28	-119	-3	-5	-33	-3	-14	13	-6
O=C1CC(N2CCN(c3ccc(F)cc3)CC2)C(=O)N1c1ccccc1 (stereo not drawn)
  25	1	-10	-22	5	-5	-1	-4	-1
CCn1cc(C(=O)NCC(=O)NC(C)(C)CO)c(=O)c2cc3c(cc21)OCO3
  15	0	11	-6	-75	10	1	6	2
Nc1ccc(C(=O)Oc2ccc([N+](=O)[O-])cc2)c(O)c1
  -24	/	/	3	/	11	-12	-2	/
CCc1noc(C)c1C(=O)Nc1cc(S(=O)(=O)N2CCOCC2)ccc1OCC(F)(F)F
  19	-1	-4	-6	11	6	2	12	-4
CC(=O)c1ccc(OC(=O)Oc2ccc(C(C)=O)cc2)cc1
  /	1	18	/	20	/	/	/	6
C[C@H](N)c1nnc(SCC(=O)N(C)C)o1
  15	1	-14	-5	12	1	0	-4	-6

Compound activity deposited in PubChem BioAssay by Sanford-Burnham Center for Chemical Genomics.
